Source: PubChem
TDP43 rescue = qHTS of TDP-43 Inhibitors; AID 652104, 2013; hit rate 1.8% among 410,000; Potency, µM (highest dose often 46.1 µM), for the others: at the highest dose growth rescue (activation), usual class: activators; TDP-43 expressing yeast growth rescue, BacTiter-Glo, 24 h; also: % of control where 0% means no effect; nearly all actives have a fitted effect of over 50% in size
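In this qHTS, compounds that restore growth of yeast expressing TDP-43 appear as activators. Cells (OD600=0.02, galactose medium, raffinose-pregrown) are incubated with compound 24 hr at 30 deg C and growth is quantified by BacTiter-Glo.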
HT1080 IDH1KD tx = qHTS for induction of synthetic lethality in tumor cells producing 2HG: qHTS for the HT-1080-IDH1KD cell line | HT-1080 IDH1 knockdown viability, ATP luminescence, 48 h | Potency, µM (series often up to 46.1 µM), inactives show at the top dose activity, negative = toxicity, actives largely listed as cytotoxic | AID 686971, 2013 | hit rate 2% among 360,000;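 also: 0% = DMSO wells and -100% = cell-free medium wells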
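Cytotoxicity counter-line: IDH1KD HT-1080, 48 h, CellTiter-Glo. Curves classed by r2, magnitude and activity.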
SW480 rerep = A quantitative high throughput screen for small molecules that induce DNA re-replication in SW480 colon adenocarcinoma cells; SW480 DNA re-replication, Hoechst DNA content imaging, 48 h; Potency, µM (series often up to 46.1 µM), without a hit: at the top dose re-replication activation, most hits filed as activators; hit rate 1.8% among 340,000; AID 624297, 2012; also: % of control where 0% means no effect; nearly all actives have a fitted effect of over 55% in size
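Hoechst fluorescence of nuclei (405 nm excitation, 500-530 nm emission) measured by plate-scanning imager after 48 hr compound exposure at 37 C; re-replication scored as increased number of nuclei with elevated intensity.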
GLP1R cytotox = qHTS of GLP-1 Receptor Inverse Agonists: Cytotox Screen | Potency, µM (top dose mostly 38.3 µM), inactives show at the highest dose activity change, negative = inhibition, most hits filed as inhibitors | HEK293 cAMP-luciferase reporter cells, luminescence, 24 h | hit rate 0.13% among 410,000 | AID 624418, 2012;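 also: loss of luciferase light is scored as toxicity; % is scaled to controls: 0 for no effect and ±100 for the full control effect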
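A 23 nL compound transfer followed 12 hours of cell culture at 37 deg C; exposure then lasted 24 hr. Luciferase assay detection reagent was dispensed and plates read for luminescence after a 12 min room-temperature wait.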
KB-V1 cytotox = qHTS assay for MDR1-selective chemotherapeutics: Primary screen using the drug-selected MDR subline cells KB-V1; hit rate 3.4% among 400,000; Potency, µM (series often up to 46.1 µM), inactives show at the top dose activity change, negative = cytotoxicity, actives largely listed as cytotoxic; KB-V1 MDR cells viability, CellTiter-Glo, 72 h; also: % is scaled to controls: 0 for no effect and ±100 for the full control effect; nearly all actives have a fitted effect of over 60% in size
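Following 72 h at 37 degrees C with compound, KB-V1 cell viability was read by CellTiter-Glo luminescence, medium being phenol-red-free DMEM plus 10% FBS; concentration-response parameters came from normalized, curve-fitted qHTS data.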
KB-3-1 tox = qHTS assay for MDR1-selective chemotherapeutics: Primary screen using the parental adenocarcinoma cell KB-3-1. KB-3-1 viability, CellTiter-Glo ATP luminescence, 72 h. Potency, µM (highest dose often 46.1 µM), without a hit: at the highest dose activity change, negative = cytotoxic, usual class: cytotoxic. hit rate 1.4% among 400,000; also: % is scaled to controls: 0 for no effect and ±100 for the full control effect; nearly all actives have a fitted effect of over 60% in size
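Cells are dispensed, compounds pinned in, plates held at 37 °C for 72 h, then CellTiter-Glo is added and luminescence read after 10 minutes. Cell line: parental KB-3-1 in phenol-red-free DMEM, 10% FBS.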
HT1080-NT tox = qHTS for induction of synthetic lethality in tumor cells producing 2HG: qHTS for the HT-1080-NT fibrosarcoma cell line. HT-1080-NT fibrosarcoma viability, CellTiter-Glo ATP luminescence, 48 h. Potency, µM (series often up to 46.1 µM), for inactives: at the highest dose activity, negative = less viability, most hits filed as cytotoxic. hit rate 1.6% among 360,000. AID 686970, 2013;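 also: NT is the 2HG producing partner of a matched IDH1 knockdown line; 0% = DMSO-treated cells and -100% = media-only wells without cells; nearly all actives have a fitted effect of over 55% in size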
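Fibrosarcoma NT cells, 750 per well in 5% FBS RPMI, were exposed to compound for 48 hours. Viability: CellTiter-Glo luminescence.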
GLP1R inv ag = qHTS of GLP-1 Receptor Inverse Agonists (Inhibition Mode) | Potency, µM (top dose mostly 38.3 µM), for inactives: top-dose activity change, negative = inhibition, most hits filed as inhibitors | AID 624417, 2012 | hit rate 1.6% among 410,000 | HEK293 GLP-1R CRE-luciferase, luminescence, 24 h; GLP-1R form is constitutively active | Glucagon-like peptide 1 receptor (Homo sapiens), P43220; also: % is scaled to controls: 0 for no effect and ±100 for the full control effect; nearly all actives have a fitted effect of over 55% in size
Target sequence (P43220 whole entry, looked up): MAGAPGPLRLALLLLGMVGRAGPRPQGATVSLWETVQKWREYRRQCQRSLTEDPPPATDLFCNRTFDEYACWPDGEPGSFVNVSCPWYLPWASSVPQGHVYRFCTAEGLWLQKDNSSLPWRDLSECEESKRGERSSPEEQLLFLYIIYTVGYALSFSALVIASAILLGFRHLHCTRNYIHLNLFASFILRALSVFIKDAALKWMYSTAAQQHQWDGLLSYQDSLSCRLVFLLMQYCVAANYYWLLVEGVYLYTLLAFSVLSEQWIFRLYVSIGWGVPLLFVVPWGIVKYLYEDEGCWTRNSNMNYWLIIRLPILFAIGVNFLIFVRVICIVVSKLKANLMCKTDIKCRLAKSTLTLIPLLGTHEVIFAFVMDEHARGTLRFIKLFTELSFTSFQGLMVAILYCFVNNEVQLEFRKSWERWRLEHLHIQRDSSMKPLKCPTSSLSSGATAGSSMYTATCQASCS
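qHTS in 1536-well format: reporter HEK293 cells expressing constitutive GLP-1R activity in DMEM + 10% Nu serum, 24 hr with compounds at 37 deg C, luminescence read after 12 min with detection reagent.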
GLP1R ag = qHTS of GLP-1 Receptor Agonists; Glucagon-like peptide 1 receptor (Homo sapiens), P43220; HEK293 GLP-1R CRE-luciferase, luminescence, 4-6 h; cells express a hypersensitive GLP-1R form; Potency, µM (series often up to 45.6 µM), inactives show at the highest dose activation, usual class: activators; hit rate 0.007% among 380,000; also: % of control where 0% means no effect
Active calls of the source: *; ? = inconclusive; / = no result given; [ ] = another dose, or the depositor's remark. Calls follow the shape of the dose curve; as a rule, active = well fitted curve in the direction sought with a large enough effect; inconclusive = small, poorly fitted or top-dose-only effect, or another doubt; inactive = no such curve, though single readings can be large; an effect the other way counts as inactive or inconclusive. Potency is read from the fitted curve at half-maximal effect.

SMILES	TDP43 rescue	HT1080 IDH1KD tx	SW480 rerep	GLP1R cytotox	KB-V1 cytotox	KB-3-1 tox	HT1080-NT tox	GLP1R inv ag	GLP1R ag
Cc1ccc(C(=O)O)cc1NC(=S)NC(=O)c1ccc(COc2ccccc2)cc1	12%	-2%	-39%[inhibitor]	-5%	15%	-1%	-19%	2%	1%
Cc1cccc(NC(=O)CSC2=Nc3ccccc3C3=NC(CCC(=O)NCc4ccc(F)cc4)C(=O)N23)c1 (stereo not given)	-10%	/	/	9%	7%	-1%	/	8%	/
Cc1ccc(-c2noc(CN(C(=O)COc3cc(C)cc(C)c3C)C(C)C)n2)cc1	17%	/	/	-4%	-2%	-15%	/	?	-7%
O=C(COC(=O)Cc1c[nH]c2ccccc12)NCCc1ccccc1	1%	10%	-59%[inhibitor]	6%	26%	-3%	14%	-1%	14%
O=C(COC(=O)c1ccc(O)cc1)Nc1ccccc1[N+](=O)[O-]	0%	8%	-2%	-3%	2%	4%	8%	76%[activator]	13%
Cc1cc(C)n(-c2nnc(SCC(=O)NC3CCCC3)c3ccccc23)n1	15%	-15%	1%	-17%	-37%	-18%	-23%	?	0%
CCOC(=O)[C@@H]1[C@H]2COc3ccccc3[C@H]2N2C(=O)N(c3ccc(Br)cc3)C(=O)[C@]12C	?	-12%	-9%	6%	-10%	6%	-9%	0%	-3%
CCc1cccc(C)c1NC(=O)C(c1ccc(O)cc1)N1CCC1=O (stereo not given)	-2%	15%	9%	-8%	8%	-4%	11%	-16%	-12%
COc1ccc(Cn2c(=O)oc3ccccc32)cc1	23%	0%	/	6%	2%	-5%	0%	-18%	8%
CCN(CC(=O)Nc1cccc(S(=O)(=O)N(C)c2ccccc2)c1)Cc1cccs1	16%	-3%	-3%	-8%	4.6µM*	?	-8%	?	10%
Cc1cccnc1NC(=O)c1ccco1	-7%	2%	3%	-8%	7%	16%	4%	1%	-13%
NC(=O)CC(NC(=O)Cc1cccc2ccccc12)c1ccc(NC2CC3CCC2C3)c([N+](=O)[O-])c1 (stereo not given)	7%	0%	0%	-10%	5%	-5%	-12%	?	-8%
COc1cccc(CN2CCN(Cc3ccccc3C(F)(F)F)CC2)c1	-11%	-24%	6%	-21%	-7%	8%	-13%	?	3%
CC(C)OCCCn1c(=O)c2ccccc2n2c(-c3cc(Cl)ccc3O)nnc12	3%	/	/	-6%	3%	-5%	/	-17%	/
FC(F)(F)c1cccc(-c2cc3ccccc3nc2N2CCCC2)c1	-6%	?	-2%	56%[activator]	0%	-17%	?	?	28%
CCCCn1c(N)c(N(CCC(C)C)C(=O)C2CC(=O)N(Cc3ccc(C)cc3)C2)c(=O)[nH]c1=O (stereo not given)	-5%	1%	-3%	2%	1%	-4%	1%	30%	6%
O=C(NC(Cc1ccccc1)C(=O)N1CCCC(C(F)(F)F)C1)c1ccccc1 (stereo not given)	-14%	1%	4%	-3%	-14%	4%	1%	?	-13%
O=C(CN1C(=O)NC2(CCCC2)C1=O)Nc1cccc(C(F)(F)F)c1	5%	4%	17%	5%	-15%	0%	-1%	-4%	6%
CS(=O)(=O)c1cccc(C(=O)Nc2ccccc2Cc2ccccc2)c1	21%	4%	-5%	?	-11%	8%	-5%	6%	13%
O=C(COC(=O)c1ccc(Br)o1)Nc1ccc(S(=O)(=O)N2CCCC2)cc1	15%	-7%	1%	4%	11%	-4%	-1%	0%	-21%
COc1cc(C(=O)O/N=C(\N)c2ccncc2)cc(OC)c1OC	-5%	-4%	-1%	24%	4%	1%	-16%	75%[activator]	12%
S=C(Nc1ccccc1)Nc1ccc2cn[nH]c2c1	4%	29%	?	3%	15%	0%	19%	37%[activator]	-1%
CCCCN(C)CCNC(=O)c1cc2c(-c3cccc(OC)c3)nn(C)c2s1	-9%	23µM*	?	-22%	?	-9%	18µM*	?	4%
CCCn1c(N)c(C(=O)CSc2nc(C)cs2)c(=O)n(C)c1=O	-2%	-13%	-3%[9.22 µM]	6%	-22%	-6%	-9%	-10%	13%
O=C(NCc1ccccn1)C1CCN(S(=O)(=O)c2ccccc2)CC1	6%	22%	-5%	-4%	3%	7%	22%	8%	2%

One compound at a time, as listed above. Values in the order: TDP43 rescue	HT1080 IDH1KD tx	SW480 rerep	GLP1R cytotox	KB-V1 cytotox	KB-3-1 tox	HT1080-NT tox	GLP1R inv ag	GLP1R ag
O=C(NCc1ccccn1)C1CCN(S(=O)(=O)c2ccccc2)CC1 as listed: 6%	22%	-5%	-4%	3%	7%	22%	8%	2%
CCOC(=O)[C@@H]1[C@H]2COc3ccccc3[C@H]2N2C(=O)N(c3ccc(Br)cc3)C(=O)[C@]12C as listed: ?	-12%	-9%	6%	-10%	6%	-9%	0%	-3%

Continued.
SMILES	TDP43 rescue	HT1080 IDH1KD tx	SW480 rerep	GLP1R cytotox	KB-V1 cytotox	KB-3-1 tox	HT1080-NT tox	GLP1R inv ag	GLP1R ag
O=C(c1ccc(F)cc1)c1cccc(C(=O)c2ccc(F)cc2)n1	4%	-9%	-1%	-9%	5%	20%	-6%	1%	1%
CCc1ccc(N(CC(=O)NCc2ccc3c(c2)OCO3)C(=O)c2csnn2)cc1	-7%	-15%	20%	-6%	-2%	-1%	-11%	-28%	9%
CSc1ccc(CCNC(=O)c2cc3c(-c4ccccc4F)nn(C)c3s2)cc1	8%	/	/	-1%	-13%	-1%	/	-7%	1%
CC(=O)Nc1ccc(NC(=O)C2CC(=O)N(c3ccccc3Cl)C2)cc1 (stereo not given)	/	-6%	2%[1.84 µM]	0%	-1%	-7%	2%	11%	0%
O=C(C1CC2CCC1C2)N1CCN(Cc2ccc3c(c2)OCO3)CC1 (stereo not given)	10%	-1%	5%	25%	-12%	-8%	-1%	?	9%
Cc1ncc2c(c1OC(=O)c1ccccc1)COC(C)(C)OC2	28%	3%	-19%	-3%	-16%	9%	-2%	0%	12%
O=c1c2ccccc2nc2n1CCc1c-2[nH]c2ccccc12	?	?	3%	2%	?	0%	-11%	4%	6%
COc1ccc(CN2CCN(CC3CC3)CC2CCO)cc1C (stereo not given)	-12%	-1%	6%	-6%	-3%	15%	-1%	8%	-2%
Cc1c(C(=O)O)oc2ccc(S(=O)(=O)NCc3ccc(F)cc3)cc12	-3%	19%	-4%	-5%	2%	0%	10%	19%	-7%
O=C(Nc1cccnc1)Nc1cccc(F)c1	18%	22%	-26%	2%	19%	0%	17%	10%	0%
CN(CC(=O)Nc1ccc(Cl)cc1)CC(=O)Nc1sc2c(c1C(N)=O)CCC2	5%	-19%	/	-53%	-10%	1%	-6%	4µM*	2%
CCOc1ccc(-n2cc(-c3ccccc3)c3c(=S)nc[nH]c32)cc1	?	0%	-1%	-9%	-22%	1%	?	?	9%
COc1ccc(CNCc2cccc(Cl)c2)cc1	0%	-2%	-2%	-9%	-16%	-3%	-2%	1%	15%
COc1ccc(C(=O)N2CCC(C(=O)Nc3ccc(Cl)cc3)CC2)cc1	0%	/	/	2%	-15%	?	/	-12%	/
CCOc1ccc(NC(=O)Nc2ccc(Cc3ccncc3)cc2)cc1	-6%	?	?	-15%	-19%	?	?	-35%	25%
COCc1ccc(C(=O)N2CCCC(N(C)CCc3ccccc3)C2)s1 (stereo not given)	24%	1%	/	-13%	-18%	-2%	-5%	-13%	11%
CC(C)NC(=O)c1cccc(C(F)(F)F)c1	-13%	4%	-5%	0%	27%	7%	16%	-1%	9%
Cn1c(NCC2CCCO2)nc2c1c(=O)n(Cc1ccccc1)c(=O)n2C (stereo not given)	-12%	21%	2%	4%	1%	6%	0%	-4%	0%
Cc1cccc(-n2c(O)c(C=Nc3ccccc3)c3ccccc3c2=O)n1	-10%	22%	-95%[inhibitor]	9%	-16%	12%	7%	-21%	10%
COc1cc(C(=O)N2Cc3cc4ccccc4nc3C2C)cc(OC)c1OC (stereo not given)	17%	-5%	/	-19%	?	-8%	0%	42%[activator]	-1%
COc1ccc(CN2C(=O)C(CC(=O)NCCc3ccccn3)CC(C(=O)N3CCCCCC3)=C2C)cc1 (stereo not given)	5%	-6%	/	/	?	/	-12%	/	/
CC(=O)c1ccc(OCCCC(=O)Nc2ccc(C)c(S(=O)(=O)N3CCOCC3)c2)cc1	18%	1%	2%	8%	?	-1%	1%	9%	-3%
COc1cc([C@@H]2CC=C(C(=O)O)[C@H](c3ccccc3F)N2S(=O)(=O)c2ccc(C)cc2)cc(OC)c1OC	15%	10%	-63%[inhibitor][9.22 µM]	0%	2%	2%	14%	12%	1%
Cn1c(N2CCCCC2)nc2c1c(=O)[nH]c(=O)n2C	0%	-1%	-11%	5%	-1%	0%	-4%	73%[activator]	10%
COC(=O)CCC(=O)NC1CC(C)(C)Cc2c1cnn2-c1ccc(F)cc1 (stereo not given)	4%	-6%	-7%	-13%	-20%	4%	-6%	-1%	-4%
Clc1ccc(-c2nc3ccc(Cl)cn3c2Cc2ccccc2)cc1	20µM*	9%	/	-7%	4%	-30%	0%	?	10%
C=CCn1c(-c2cccs2)nc2ccccc21	-6%	-2%	-2%	8%	0%	-10%	2%	?	18%
CCOC1=C2[C@@H](CN(S(=O)(=O)c3ccc(C)cc3)[C@H]2c2ccccc2Cl)[C@H]2C(=O)N(C)C(=O)[C@H]2C1	6%	5%	/	0%	6%	0%	0%	-5%	-3%

Copied from the list.
Result for Cc1ncc2c(c1OC(=O)c1ccccc1)COC(C)(C)OC2 in KB-3-1 tox: 9%
Result for CS(=O)(=O)c1cccc(C(=O)Nc2ccccc2Cc2ccccc2)c1 in TDP43 rescue: 21%
Result for COc1cc([C@@H]2CC=C(C(=O)O)[C@H](c3ccccc3F)N2S(=O)(=O)c2ccc(C)cc2)cc(OC)c1OC in GLP1R ag: 1%
Result for FC(F)(F)c1cccc(-c2cc3ccccc3nc2N2CCCC2)c1 in GLP1R cytotox: 56%[activator]

Not a hit list, and some 9.4% of all compounds hit somewhere here.
